DT40 TDP1 no CPT: qHTS for Inhibitors of human tyrosyl-DNA phosphodiesterase 1 (TDP1): qHTS in cells in absence of CPT; 420,000 tested, 15% active; Potency, µM (doses to about 46.2 µM), for inactives: at the top dose activity change, negative = growth inhibition, most hits filed as inhibitors; DT40 Tdp1-/- hTDP1 cells, no CPT, ATP luminescence, 48 h; further: nearly all actives have a fitted effect of over 55% in size
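Chicken DT40 Tdp1-/- cells complemented with human TDP1, screened without camptothecin (DMSO vehicle only), 400 cells/well. Compounds pin-transferred, cells incubated at 37 °C for at least 48 hr. Growth read as ATP-dependent luminescence (CellTiter-Glo, 30 min at RT).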
KAT2A inh: GCN5L2 (KAT2A) acetyltransferase inhibition. GCN5L2 HAT assay, ThioGlo1 CoA-SH fluorescence. Potency, µM (titrated, usually from 58.9 µM), for the others: at the highest dose activity change, negative = inhibition, hits mostly inhibitors. 390,000 tested, 0.21% active. AID 504327
Target sequence (Q92830 whole entry, looked up): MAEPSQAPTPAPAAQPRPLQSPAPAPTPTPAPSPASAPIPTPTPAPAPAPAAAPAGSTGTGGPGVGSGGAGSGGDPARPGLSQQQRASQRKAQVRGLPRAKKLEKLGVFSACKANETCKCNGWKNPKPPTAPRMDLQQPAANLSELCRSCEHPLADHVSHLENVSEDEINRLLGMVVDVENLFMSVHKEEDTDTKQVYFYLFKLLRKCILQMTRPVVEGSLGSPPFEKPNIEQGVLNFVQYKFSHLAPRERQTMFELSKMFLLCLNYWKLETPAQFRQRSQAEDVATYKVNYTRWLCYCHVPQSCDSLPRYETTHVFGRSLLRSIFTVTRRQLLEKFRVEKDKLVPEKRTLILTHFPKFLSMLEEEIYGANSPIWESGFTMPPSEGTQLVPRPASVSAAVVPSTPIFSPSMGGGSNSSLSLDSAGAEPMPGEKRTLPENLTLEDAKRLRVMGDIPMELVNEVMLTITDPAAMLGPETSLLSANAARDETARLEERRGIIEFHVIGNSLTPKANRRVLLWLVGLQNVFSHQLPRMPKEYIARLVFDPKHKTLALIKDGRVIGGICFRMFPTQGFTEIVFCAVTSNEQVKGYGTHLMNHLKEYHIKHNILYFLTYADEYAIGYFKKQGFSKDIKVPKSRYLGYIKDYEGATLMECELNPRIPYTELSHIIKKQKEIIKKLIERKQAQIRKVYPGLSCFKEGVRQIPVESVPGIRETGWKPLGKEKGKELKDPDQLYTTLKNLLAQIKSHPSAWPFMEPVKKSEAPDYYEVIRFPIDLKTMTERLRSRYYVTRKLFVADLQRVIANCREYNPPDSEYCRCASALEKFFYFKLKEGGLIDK
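Compounds, pin-transferred from DMSO stocks, meet 20nM GCN5L2 for 15 min before the reaction begins with H3(1-25) peptide (75uM) and acetyl-CoA (70uM). Thiol-reactive ThioGlo1 reports CoA release over 20 min at room temperature.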
TDP1 inh: TDP1 (human) enzyme inhibition; Q9NUW8; Potency, µM (doses to about 130 µM), without a hit: at the highest dose activity change, negative = inhibition, hits mostly inhibitors; 350,000 tested, 0.28% active; recombinant TDP1, AlphaScreen DNA substrate cleavage; further: nearly all actives have a fitted effect of over 40% in size
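AlphaScreen read-out: signal falls as enzyme removes the 3' tyrosine-FITC from a 5'-biotinylated DNA oligo (15 nM, 5 min, RT). Enzyme was E. coli-made recombinant Tdp1 at 1 nM, exposed to compound for 15 min beforehand; beads 10 ug/ml, 10 min.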
* = called active by the depositor; & = joins results of further samples; [ ] = dose if it differs, or a comment. The call rests on the fitted dose curve; in most records, active means well fitted curve in the direction sought with a large enough effect; inconclusive means small, poorly fitted or top-dose-only effect, or another doubt; inactive means no such curve, though single readings can be large; an effect the other way counts as inactive or inconclusive. On the % scale 0 is the no-effect control and ±100 the full control effect; potency means the concentration at half of the fitted maximal effect.

CC(C)=Nc1ccccc1C1COC(=O)C1=N (centres undefined) was read as DT40 TDP1 no CPT -10%, KAT2A inh -19% and TDP1 inh 0%.
Screening NS(=O)(=O)c1ccc(CCNC(=O)Cc2ccc(S(=O)(=O)N3CCOCC3)s2)cc1 returned DT40 TDP1 no CPT -7%, KAT2A inh -5% and TDP1 inh 7%.
For COc1ccc(F)c(C2C(C#N)=C(N)Oc3n[nH]c(C(C)(C)C)c32)c1 (centres undefined) the results were DT40 TDP1 no CPT inconclusive, KAT2A inh -5% and TDP1 inh 3%.
`Oc1ccc(C[C@@H]2CNCCN2CCC23CC4CC(CC(C4)C2)C3)cc1` gave DT40 TDP1 no CPT 13µM* and KAT2A inh -3%.
For O=C(NNC(=O)c1ccc(Cl)c([N+](=O)[O-])c1)c1ccncc1 the results were DT40 TDP1 no CPT 9%, KAT2A inh -20% and TDP1 inh 2%.
`Cc1ccc(NC(=O)CN2C(=O)C3(SCC(=O)N3c3ccc(F)c(F)c3)c3ccccc32)c(C)c1` (centres undefined) gave DT40 TDP1 no CPT inconclusive, KAT2A inh -7% and TDP1 inh 1%.
`COc1cccc(-c2sc3ccc(OC)cc3c2-c2cc(F)cc(OC)c2)c1` gave DT40 TDP1 no CPT -27%, KAT2A inh -7% and TDP1 inh -8%.
Cc1ccsc1CN(C)CC(=O)Nc1ccccc1C(=O)NC1CC1 was read as DT40 TDP1 no CPT 0%, KAT2A inh 1% and TDP1 inh 1%.
Screening O=C(CSc1nc2ccsc2c(=O)n1Cc1ccccc1F)NCc1ccccc1 returned DT40 TDP1 no CPT inconclusive, KAT2A inh -5% and TDP1 inh -3%.
For O=[N+]([O-])c1cc(/C=N/O)ccc1N1CCCC1 the results were DT40 TDP1 no CPT -14%, KAT2A inh -7% and TDP1 inh 5%.

Taken from above, two compounds:
CC(C)=Nc1ccccc1C1COC(=O)C1=N (centres undefined) was read as DT40 TDP1 no CPT -10%, KAT2A inh -19% and TDP1 inh 0%.
Screening NS(=O)(=O)c1ccc(CCNC(=O)Cc2ccc(S(=O)(=O)N3CCOCC3)s2)cc1 returned DT40 TDP1 no CPT -7%, KAT2A inh -5% and TDP1 inh 7%.

(further entries)
Screening Cc1cccc(C)c1NC(=O)CN(C)C(=O)c1ccccc1C(=O)N(C)Cc1ccccc1 returned DT40 TDP1 no CPT inconclusive, KAT2A inh -1% and TDP1 inh 22%.
`O=C(NCC(=O)N(c1cnc2ccccc2c1)C(C(=O)NC1CCCC1)c1ccncc1)c1ccco1` (centres undefined) gave DT40 TDP1 no CPT -1%, KAT2A inh 5% and TDP1 inh -4%[56.1 µM].
For CO[C@@]1(NC(=O)C2SC(=C(C(N)=O)C(=O)O)S2)C(=O)N2C(C(=O)O)=C(CSc3nnnn3C)CS[C@@H]21 (some centres undefined) the results were DT40 TDP1 no CPT 0% and KAT2A inh 0%.
For CSCCC(NC(=O)c1ccccc1Cl)C(=O)NCCc1ccccn1 (centres undefined) the results were DT40 TDP1 no CPT -3%, KAT2A inh -7% and TDP1 inh 1%.
COCC(C)NC(=O)c1ccc2nc(-c3ccccc3)c(-c3ccccc3)nc2c1 (centres undefined) was read as DT40 TDP1 no CPT 21µM*, KAT2A inh -18% and TDP1 inh -4%.
For O=C(Cc1ccccc1)CC1(O)C(=O)Nc2ccccc21 (centres undefined) the results were DT40 TDP1 no CPT -8%, KAT2A inh -4% and TDP1 inh -2%.
CCNC(=S)N1CCN(CC)CC1 was read as DT40 TDP1 no CPT -3%, KAT2A inh -1% and TDP1 inh -6%.
`Cc1cc(C)n2nc(C(=O)NNC(=O)c3ccccc3)nc2n1` gave DT40 TDP1 no CPT 7%, KAT2A inh -15% and TDP1 inh 2%.
O=C(COC(=O)CCC1CCCC1)Nc1ccc(F)cc1Cl was read as DT40 TDP1 no CPT 5%, KAT2A inh 0% and TDP1 inh -7%.
`CCN1CCN(CC(=O)Nc2ccc3c(c2)OCCO3)C(=O)C1=O` gave DT40 TDP1 no CPT -3%, KAT2A inh -3% and TDP1 inh 1%.

Some of these compounds in order of number of heavy atoms, largest number first:
`O=C(NCC(=O)N(c1cnc2ccccc2c1)C(C(=O)NC1CCCC1)c1ccncc1)c1ccco1` (centres undefined) gave DT40 TDP1 no CPT -1%, KAT2A inh 5% and TDP1 inh -4%[56.1 µM].
COCC(C)NC(=O)c1ccc2nc(-c3ccccc3)c(-c3ccccc3)nc2c1 (centres undefined) was read as DT40 TDP1 no CPT 21µM*, KAT2A inh -18% and TDP1 inh -4%.
`CCN1CCN(CC(=O)Nc2ccc3c(c2)OCCO3)C(=O)C1=O` gave DT40 TDP1 no CPT -3%, KAT2A inh -3% and TDP1 inh 1%.
O=C(COC(=O)CCC1CCCC1)Nc1ccc(F)cc1Cl was read as DT40 TDP1 no CPT 5%, KAT2A inh 0% and TDP1 inh -7%.
CCNC(=S)N1CCN(CC)CC1 was read as DT40 TDP1 no CPT -3%, KAT2A inh -1% and TDP1 inh -6%.

Later entries:
CCc1ccc(NC(=O)N2CCc3ccccc3C2)cc1 was read as DT40 TDP1 no CPT -15%, KAT2A inh 1% and TDP1 inh 4%[56.1 µM].
For Cc1ccc2[nH]c(=O)c(CN(Cc3cccnc3)Cc3nnnn3CCN3CCOCC3)cc2c1 the results were DT40 TDP1 no CPT 21µM*, KAT2A inh -4% and TDP1 inh 1%.
For CCOc1ccc(C2/C(=C(/O)c3ccc(S(=O)(=O)N4CCCCC4)cc3)C(=O)C(=O)N2CCCOC)cc1OC (centres undefined) the results were DT40 TDP1 no CPT 0%, KAT2A inh -7% and TDP1 inh 7%.
Screening CCC1=NN2C(=N)/C(=C/c3ccc(OS(=O)(=O)c4ccccc4)cc3)C(=O)N=C2S1 returned DT40 TDP1 no CPT -1%, KAT2A inh -28% and TDP1 inh 6%.
COCCN(Cc1nnc(-c2cccs2)o1)C(=O)CN1C(=O)NC2(CCCCC2)C1=O was read as DT40 TDP1 no CPT inconclusive, KAT2A inh 0% and TDP1 inh 0%.
COc1ccc(Cl)cc1NC(=O)c1ccoc1C was read as DT40 TDP1 no CPT -12%, KAT2A inh -7% and TDP1 inh -2%.
O=C(OCC(=O)N1CCN(c2ccccc2)CC1)c1ccccn1 was read as DT40 TDP1 no CPT -1%, KAT2A inh 0% and TDP1 inh 4%.
COC(=O)CSc1nnc(-c2cccnc2)n1-c1cccc(OC)c1 was read as DT40 TDP1 no CPT -11%, KAT2A inh 1% and TDP1 inh -1%.
`CCCN1CCC(=O)N([C@H](CSc2ccc(C)cc2)Cc2ccccc2)CC1` gave DT40 TDP1 no CPT inconclusive, KAT2A inh 27% and TDP1 inh 4%.
For Cc1ccc(N2CC(NC(=O)c3ccco3)CC2=O)cc1 (centres undefined) the results were DT40 TDP1 no CPT -1%, KAT2A inh -6% and TDP1 inh 5%.
Screening CC1(C2CC2)NC(=O)N(CC(=O)Nc2cc(S(=O)(=O)N3CCCCC3)ccc2Cl)C1=O (centres undefined) returned DT40 TDP1 no CPT 13%, KAT2A inh -3% and TDP1 inh 2%.
For O=C1C=C(c2cccc(Cl)c2)C[C@@H](c2ccc3c(c2)OCO3)C1 the results were DT40 TDP1 no CPT inconclusive, KAT2A inh -2% and TDP1 inh 0%.
For COc1ccc(C(=O)COC(=O)c2ccccn2)c(OC)c1 the results were DT40 TDP1 no CPT -9%, KAT2A inh -8% and TDP1 inh 0%.
For CCOC(=O)c1sc2nc(C)nc(NC3CCC(O)CC3)c2c1C (centres undefined) the results were DT40 TDP1 no CPT -6%, KAT2A inh 2% and TDP1 inh 2%.
Screening Cc1ccc(CN2CCN(Cc3c[nH]c4ccccc34)CC2CCO)o1 (centres undefined) returned DT40 TDP1 no CPT inconclusive, KAT2A inh -2% and TDP1 inh 6%.
`CSc1ccccc1C(=O)OCC(=O)N1CCN(C(C)=O)CC1` gave DT40 TDP1 no CPT 4%, KAT2A inh 2% and TDP1 inh 2%.
For COc1cccc(CNC(=O)C23CN(Cc4ccccc4)CC2C(c2ccc([N+](=O)[O-])cc2)=NO3)c1 (centres undefined) the results were DT40 TDP1 no CPT inconclusive, KAT2A inh -17% and TDP1 inh 11%.
`COc1ccccc1CNS(=O)(=O)c1ccc2c(c1)oc(=O)n2C` gave DT40 TDP1 no CPT inconclusive, KAT2A inh 0% and TDP1 inh 7%.
`O=C(c1ccc2ccccc2c1)N1CCN(c2ccccn2)CC1` gave DT40 TDP1 no CPT -29%, KAT2A inh -14% and TDP1 inh 6%.
`Cc1ccccc1OCCn1c(CCNC(=O)C2CCCCC2)nc2ccccc21` gave DT40 TDP1 no CPT 18µM*, KAT2A inh -5% and TDP1 inh -8%&0%.
Screening C=Cn1cc[n+](CC(=O)C(C)(C)C)c1 returned DT40 TDP1 no CPT 3%, KAT2A inh -1% and TDP1 inh -3%.
O=C(NCc1ccncc1)c1ccc(NS(=O)(=O)c2ccc(F)cc2)cc1 was read as DT40 TDP1 no CPT -19%, KAT2A inh -6% and TDP1 inh 0%.
Screening O=C(C1CCCN(S(=O)(=O)c2ccc(F)cc2)C1)N1CCCC1 (centres undefined) returned DT40 TDP1 no CPT -7%, KAT2A inh -2% and TDP1 inh 3%.
Cc1ccc(P(=O)(CC(=O)O)c2ccc(C)cc2)cc1 was read as DT40 TDP1 no CPT inconclusive, KAT2A inh -14% and TDP1 inh 5%.
For CCc1cc2c(-c3ccccc3)cc(=O)oc2cc1OCC(C)=O the results were DT40 TDP1 no CPT -28% and KAT2A inh -9%.
CC(C)C(=O)NCc1cc(-c2ccc(Cl)cc2)no1 was read as DT40 TDP1 no CPT 8%, KAT2A inh -9% and TDP1 inh 3%.
For COc1ccccc1Cn1c(CNS(=O)(=O)c2ccc(C(C)C)cc2)nc2cccnc21 the results were DT40 TDP1 no CPT 23µM*, KAT2A inh -5% and TDP1 inh 11%.
`O=C(O)CCC(=O)N1CCN(c2cccc(Cl)c2)CC1` gave DT40 TDP1 no CPT 0%, KAT2A inh -4% and TDP1 inh -4%.
CCOC(=O)c1c(CC(C)C)csc1NC(=O)CCl was read as DT40 TDP1 no CPT 10µM*, KAT2A inh -6% and TDP1 inh -5%.
Screening CCOC(=O)c1cc(CC)sc1NC(=O)COC(=O)c1ccccn1 returned DT40 TDP1 no CPT -15%, KAT2A inh -10% and TDP1 inh 0%.
Screening NC(=O)NOCc1c(F)cccc1Cl returned DT40 TDP1 no CPT -3% and KAT2A inh -15%.
For CN(C)/C=C/C1=C([N+](=O)[O-])C(c2cccc([N+](=O)[O-])c2)NC(=O)N1 (centres undefined) the results were DT40 TDP1 no CPT 0% and KAT2A inh 1%.
For C=CCc1ccc(OCC(O)CN2CCC(Cc3ccccc3)CC2)c(OC)c1 (centres undefined) the results were DT40 TDP1 no CPT inconclusive, KAT2A inh -2% and TDP1 inh 0%.
Screening CN1CCN(NC(=O)c2cccc(F)c2)CC1 returned DT40 TDP1 no CPT -19%, KAT2A inh 49%[activator] and TDP1 inh 10%.
`COCc1ccc(C(=O)N2CCCC(CCC(=O)NCc3ccccc3F)C2)o1` (centres undefined) gave DT40 TDP1 no CPT 2.9µM*, KAT2A inh -8% and TDP1 inh -5%.
CCNc1nc(C#N)nc(N2CCOCC2)n1 was read as DT40 TDP1 no CPT 13µM* and TDP1 inh 0%.
For O=C1C2C3C=CC(CC3)C2C(=O)N1/N=C/c1c[nH]c2ccccc12 (centres undefined) the results were DT40 TDP1 no CPT -12%, KAT2A inh -4% and TDP1 inh 3%.
COc1ccc(C(CNC(=O)c2ccc(OCC3CCCO3)cc2)N2CCOCC2)cc1 (centres undefined) was read as DT40 TDP1 no CPT -15%, KAT2A inh 1% and TDP1 inh 6%.
For CC(=O)NCCNc1ncnc2ccc(-c3cccc(NS(C)(=O)=O)c3)cc12 the results were DT40 TDP1 no CPT -4% and KAT2A inh inconclusive.
Screening Cc1ccccc1N(CC(=O)N1CCCCCC1)S(C)(=O)=O returned DT40 TDP1 no CPT 0% and KAT2A inh 3%.
`Cc1ccn2c(c1)nc(=O)c1cc(S(=O)(=O)N3CCCCC3)ccc12` gave DT40 TDP1 no CPT -16%&6%, KAT2A inh -10%&0% and TDP1 inh 0%&5%.
COC(=O)c1cccc(-n2cnnn2)c1 was read as DT40 TDP1 no CPT -1%, KAT2A inh -2% and TDP1 inh 4%.
`CCN(Cc1cc2ccccc2[nH]c1=O)C(=O)c1cccc([N+](=O)[O-])c1` gave DT40 TDP1 no CPT 3%, KAT2A inh 2% and TDP1 inh 4%.
CSc1nc(C)nc(N/C=C(\C#N)S(=O)(=O)c2ccccc2Cl)n1 was read as DT40 TDP1 no CPT -18%, KAT2A inh -1% and TDP1 inh 3%.
COC(=O)C1=C(C)N(c2ccc(S(N)(=O)=O)cc2)C(=O)C1 was read as DT40 TDP1 no CPT -2%, KAT2A inh 1% and TDP1 inh 1%.

Not all compounds are listed, so the mix of outcomes need not match the whole.
